# 3CLpro inhibitor – SARS-CoV 3CLpro protease inhibitors, primary screen, biochemical, quenched FRET | Replicase polyprotein 1ab (Severe acute respiratory syndrome coronavirus), P0C6X7 | inhibition, % at 6 µM | AID 1706, 2009 | recombinant SARS-CoV 3CLpro, quenched FRET peptide cleavage | 290,000 compounds, 0.14% hits; in the data active = inhibition above about 12%
# PfHsp40 yeast – rescue of yeast from PfHsp40 toxicity, primary screen, S. cerevisiae, ATP luminescence; growth rescue, % at 12.5 µM; S. cerevisiae expressing PfHsp40, growth rescue; 340,000 compounds, 0.68% hits; AID 504582, 2011; in the data active = growth rescue above about 28%, passing the limit was not always enough; inconclusive = no clear call, values can overlap the other calls;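 note: yeast W303a lacking pdr1 and pdr3 grown in galactose medium; growth measured after three days at 30 °C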
# VHR inh abs – VHR1 phosphatase inhibitors, primary screen, biochemical, absorbance, uHTS | AID 1654, 2009 | inhibition, % at 13.3 µM | 290,000 compounds, 0.52% hits | Dual specificity protein phosphatase 3 (Homo sapiens), P51452 | recombinant VHR phosphatase, pNPP absorbance; in the data active = inhibition above about 50%; note: some compounds called inactive have numbers as strong as hits
# BoNT-A LC inh2 – BoNT/A light chain protease inhibitors, primary screen, biochemical, flow cytometry, MLPCN library | AID 588499, 2011 | Botulinum neurotoxin type A light chain protease (Clostridium botulinum A str. ATCC 3502) | inhibition, % at 10 µM | 360,000 compounds, 0.17% hits | multiplex microsphere protease substrate cleavage; note: plate controls were buffer without enzyme for full effect and enzyme alone for no effect
# CCHF vOTU inh – CCHFV vOTU protease inhibitors, primary screen, biochemical, Pep-AMC substrate, fluorescence | 370,000 compounds, 0.55% hits | inhibition, % at 11.5 µM | AID 651958, 2012 | Crimean-Congo hemorrhagic fever virus L polyprotein viral ovarian tumor (vOTU) protease …; in the data active = inhibition above about 30%; note: 0% = vehicle wells with enzyme and 100% = no enzyme wells
# Vc quorum ag – inducers of Vibrio cholerae quorum light production without autoinducers, primary screen, BH1578 luxS cqsA deficient, single point. V. cholerae BH1578 lux reporter, luminescence, 6 h. activation, % at 18.7 µM. 350,000 compounds, 0.16% hits; in the data active = activation mostly above about 9.7%, no sharp cut-off; inconclusive = no clear call, values can overlap the other calls; inactive = mostly below about 3.7%; note: not every result past the cut was called active; inactives centre near 0; reference of the scale not given here
# Anthrax LF prot – Bacillus anthracis LF protease inhibitors, primary screen, biochemical, multiplex microsphere, MLPCN library | Lethal factor (Bacillus anthracis), P15917 | multiplex microsphere protease cleavage assay | inhibition, % at 10 µM | 360,000 compounds, 0.12% hits | AID 588501, 2011; note: plate controls were buffer without enzyme for full effect and enzyme alone for no effect
# Y pestis TopoI – Yersinia pestis topoisomerase I inhibitors, primary screen, biochemical, cleavage product accumulation, plate reader, single point | 360,000 compounds, 0.064% hits | activity, % at 10 µM | DNA topoisomerase I (Yersinia pestis CO92) | Y. pestis Topo-I cleavage product accumulation | AID 504884, 2011; in the data active = activity above about 50%, passing the limit was not always enough; inconclusive = no clear call, values can overlap the other calls; note: inactives centre near 2
# TcdB inh – TcdB glycohydrolase inhibitors, primary screen, biochemical, single point, plate reader; Toxin B (Clostridioides difficile), P18177; TcdB glycohydrolase enzymatic assay; inhibition, % at 9.99 µM; 350,000 compounds, 0.24% hits; AID 652162, 2013; in the data active = inhibition above about 10%
# Target sequence (P18177 whole entry, looked up): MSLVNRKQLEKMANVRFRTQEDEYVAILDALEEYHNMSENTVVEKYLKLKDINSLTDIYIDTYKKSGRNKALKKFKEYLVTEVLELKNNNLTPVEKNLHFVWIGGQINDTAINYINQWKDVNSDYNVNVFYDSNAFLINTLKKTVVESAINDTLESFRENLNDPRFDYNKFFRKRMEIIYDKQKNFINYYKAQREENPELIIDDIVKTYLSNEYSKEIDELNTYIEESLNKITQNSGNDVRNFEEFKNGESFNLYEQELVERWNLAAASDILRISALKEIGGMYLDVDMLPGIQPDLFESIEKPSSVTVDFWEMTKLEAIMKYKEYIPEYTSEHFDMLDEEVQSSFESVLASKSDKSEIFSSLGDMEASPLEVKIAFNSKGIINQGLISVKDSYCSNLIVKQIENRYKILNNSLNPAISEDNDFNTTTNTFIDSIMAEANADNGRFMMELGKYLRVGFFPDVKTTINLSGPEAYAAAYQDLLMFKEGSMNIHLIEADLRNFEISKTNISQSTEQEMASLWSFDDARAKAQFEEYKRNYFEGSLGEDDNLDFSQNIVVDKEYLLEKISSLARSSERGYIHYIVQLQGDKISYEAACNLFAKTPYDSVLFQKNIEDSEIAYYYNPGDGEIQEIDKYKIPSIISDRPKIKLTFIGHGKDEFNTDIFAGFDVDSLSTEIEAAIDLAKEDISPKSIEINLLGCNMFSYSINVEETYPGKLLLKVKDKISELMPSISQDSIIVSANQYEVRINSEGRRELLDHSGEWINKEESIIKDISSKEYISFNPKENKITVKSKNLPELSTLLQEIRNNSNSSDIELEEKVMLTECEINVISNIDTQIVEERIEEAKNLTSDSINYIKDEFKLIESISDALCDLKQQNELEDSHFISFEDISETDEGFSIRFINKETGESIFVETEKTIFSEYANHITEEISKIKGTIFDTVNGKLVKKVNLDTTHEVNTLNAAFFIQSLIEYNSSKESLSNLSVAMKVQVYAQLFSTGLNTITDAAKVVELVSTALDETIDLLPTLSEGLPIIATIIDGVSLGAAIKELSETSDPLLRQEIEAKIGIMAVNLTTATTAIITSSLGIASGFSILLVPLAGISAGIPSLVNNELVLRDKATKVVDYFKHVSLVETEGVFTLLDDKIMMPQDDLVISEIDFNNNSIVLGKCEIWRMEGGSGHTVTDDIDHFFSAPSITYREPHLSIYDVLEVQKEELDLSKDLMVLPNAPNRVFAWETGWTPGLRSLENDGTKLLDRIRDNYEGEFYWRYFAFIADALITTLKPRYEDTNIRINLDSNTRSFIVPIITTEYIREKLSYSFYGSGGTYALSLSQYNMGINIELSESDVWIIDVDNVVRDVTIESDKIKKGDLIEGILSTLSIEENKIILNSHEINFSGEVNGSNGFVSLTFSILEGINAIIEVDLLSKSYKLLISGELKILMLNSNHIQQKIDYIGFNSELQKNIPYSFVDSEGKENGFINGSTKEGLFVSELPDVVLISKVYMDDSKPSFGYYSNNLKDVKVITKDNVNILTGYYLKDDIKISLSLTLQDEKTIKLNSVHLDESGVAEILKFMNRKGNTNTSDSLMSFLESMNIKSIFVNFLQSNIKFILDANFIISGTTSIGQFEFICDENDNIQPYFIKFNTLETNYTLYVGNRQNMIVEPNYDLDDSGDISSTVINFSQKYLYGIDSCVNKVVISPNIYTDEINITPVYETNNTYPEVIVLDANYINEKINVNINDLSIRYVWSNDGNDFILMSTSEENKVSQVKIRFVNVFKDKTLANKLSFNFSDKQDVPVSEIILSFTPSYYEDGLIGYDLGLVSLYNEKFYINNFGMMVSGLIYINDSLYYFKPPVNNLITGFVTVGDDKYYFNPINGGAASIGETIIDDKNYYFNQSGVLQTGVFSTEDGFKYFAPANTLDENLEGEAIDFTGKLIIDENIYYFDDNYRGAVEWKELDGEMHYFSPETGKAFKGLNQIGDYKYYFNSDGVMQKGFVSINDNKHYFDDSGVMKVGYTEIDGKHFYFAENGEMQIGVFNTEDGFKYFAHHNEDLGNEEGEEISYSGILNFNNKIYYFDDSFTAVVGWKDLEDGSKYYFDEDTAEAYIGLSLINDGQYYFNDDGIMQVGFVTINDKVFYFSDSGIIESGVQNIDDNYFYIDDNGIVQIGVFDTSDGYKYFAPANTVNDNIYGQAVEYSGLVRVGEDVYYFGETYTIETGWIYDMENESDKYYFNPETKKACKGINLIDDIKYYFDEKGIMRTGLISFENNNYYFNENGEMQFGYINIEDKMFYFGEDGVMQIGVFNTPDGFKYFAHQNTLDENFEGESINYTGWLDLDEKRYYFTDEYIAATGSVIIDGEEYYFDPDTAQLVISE
# PriA SSB inh – inhibitors of Klebsiella pneumoniae PriA binding to SSB C-terminal tail, primary screen, biochemical, AlphaScreen | PriA–SSB C-terminal tail interaction (Klebsiella pneumoniae) | AlphaScreen SSBct-PriA binding, biotinylated peptide | inhibition, % at 33 µM | 430,000 compounds, 0.6% hits | AID 1272365, 2023; in the data active = inhibition mostly above about 37%, no sharp cut-off; inactive = mostly below about 20%;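 note: plate controls were negative control peptide for no effect and reference peptide for full effect; strong numbers were not always called active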
# Numbers without * were called inactive; i = inactive; ? = inconclusive; · = no result given; & = joins results of further samples. Cut-off read from the data, not from the text of the source, unless noted: active = inhibition above about 30%; inconclusive = no clear call, values can overlap the other calls; inactive = below that. Not all compounds are listed, so the mix of outcomes need not match the whole.
SMILES,3CLpro inhibitor,PfHsp40 yeast,VHR inh abs,BoNT-A LC inh2,CCHF vOTU inh,Vc quorum ag,Anthrax LF prot,Y pestis TopoI,TcdB inh,PriA SSB inh
CC(=O)c1c(C)[nH]c(C(=O)NC2=NCCS2)c1C,-3,-0.3,6,-0.2,26,-0.4,5,7,·,-13
CC(NC(=O)c1c(F)cccc1Cl)c1ccc(-n2ccnc2)cc1 (stereo not given),-2,-1.6,18,-1.3,9,-0.5,-2,-7,1.1,-10
C/C(=N\NC(=O)c1ccc(NS(=O)(=O)c2cccs2)cc1)c1ccc(O)cc1O,9,-1.0,20,0.1,28,0.4,-6,-3,0.9,·
COc1ccc(-c2c(C(F)(F)F)oc3c(CN4CCN(C)CC4)c(O)ccc3c2=O)cc1,4,-0.2,-10,0.2,13,i,2,-8,·,-10
CCOc1ccc(N(C(C)C(=O)NCc2ccco2)S(C)(=O)=O)cc1 (stereo not given),-3,-0.2,12,0.0,-1,i,-3,-4,·,6
CC(C)Cc1nc2n[nH]c(N)c2c2c1CCC2,1,-0.6,31,-1.7,18,0.0,-1,1,·,-13
Cc1ccc(/C=C(\C#N)C(=O)Nc2ccccn2)o1,5,-0.5,17,-0.1,9,-1.4,-3,3,17*,1
O=C(NCCN1CCOCC1)c1cc(Sc2ccc(F)cc2F)nc2ccccc12,0,3.1,37,0.5,-9,-0.8,-4,-5,-0.9,-4
COc1cccc(/C=C/C(=O)Nc2ccc3[nH]c(=O)[nH]c3c2)c1,-3,1.6,-7,-0.6,20,-3.2,1,-4,2.7,-3
O=C(O)CN(c1ccc2c(c1)OCCO2)S(=O)(=O)c1ccccc1,4,-0.2,3,1.6,3,-0.7,8,1,·,-16
COc1ccc(/C=C/CN2CCC(n3nccc3NC(=O)C3CC3)CC2)cc1,0,-0.8,5,0.1,10,-0.4,-2,1,3.0,-3
COc1ccc(CNC(=O)/C=C/[C@H]2O[C@@H](n3cc(C)c(=O)[nH]c3=O)C[C@@H]2O)cc1,·,·,·,-0.3,0,·,0,·,0.1,·
CN(CCCNS(=O)(=O)c1cccc2cccnc12)Cc1ccccc1,-2,0.4,8,0.5,0,-0.4,-2,-6,0.7,-3
Cn1c(SCC(=O)N2CCN(c3ccccc3)CC2)nnc1-c1ccco1,-2,-0.4,32,0.3,4,i,-2,6,·,-9
c1ccc(-c2nc3nonc3nc2-c2ccccc2)cc1,2,13,34,1.0,16,1.8,-17,0,·,26
COc1ccc(Cl)cc1N1CC(C(=O)Nc2nccs2)CC1=O (stereo not given),-5,-0.3,16,0.4,12,i,3,4,·,-12
O=C(c1cc2c(s1)-c1ccccc1S(=O)(=O)C2)N1CCCC1,-4,0.0,8,-0.2,1,3.2,-1,8,0.9,-8
CCOc1ccc(/C=C/C(=O)C(C(N)=O)=C2SCCS2)cc1,4,2.7,-2,0.0,-16,-0.3,0,5,0.0,-1
Cc1nc(C)c(-c2ccc(SCc3cccc(F)c3)nn2)s1,11,0.2,25,-0.7,2,-2.6,-1,19,-0.7,-1
Cc1ccc(N(CC(=O)NCc2ccccc2)C(=O)c2csnn2)c(C)c1,2,-1.6,36,-0.7,4,i,-4,-5,2.0,-1
CCC(CO)[n+]1c(C)cc(/C=C2\Sc3ccccc3N2Cc2ccccc2)cc1C (stereo not given),-4,3.6,13,40*,14,-0.3,36*,16,22*,·
Cc1ccc(-c2nn(CCC#N)cc2C(=O)O)cc1C,1,0.0,16,-1.4,0,-1.8,2,2,0.0,-22
O=C(CSc1nnc(Nc2ccccc2)s1)Nc1cccnc1Cl,0,-0.4,34,0.9,10,-0.6,3,-9,·,3
O=C(C1CCCN(S(=O)(=O)c2cccc3cccnc23)C1)N1CCN(c2ccc(F)cc2)CC1 (stereo not given),-1,1.4,29,-1.8,-5,-0.2,-20,28,0.6,-6
C[C@H](NC(N)=O)C(=O)Nc1ccc2c(c1)OCO2,4,1.2,-3,0.3,-6,-0.4,-7,-6,0.2,8
Cc1ccc(NC(=O)CSc2ccc(-c3cccnc3)nn2)cc1,2,-0.5,19,·,-4,0.1,·,4,1.1,-7
O=C(COc1ccc(-c2ccccc2)cc1)Nc1cccnc1,·,1.9,·,1.5,9,-1.6,-4,27,2.4,-1
CCOC(=O)c1c(NC(=S)N2CCN(C)CC2)sc2c1CCN(C(=O)OCC)C2,-4,-0.5,22,-2.5,0,-0.6,-7,12,0.2,8
O=C(O)/C=C/C(=O)Nc1ccc(OC(F)F)cc1,4,-0.7,30,-1.3,-3,i,-4,1,1.2,-6
CS(=O)(=O)NCCOc1ccc(S(=O)(=O)NCCOc2ccccc2)cc1,2,21,24,-2.4,5,-0.7,-7,9,-0.4,-3
CCOc1ccc(NC(=S)Nc2ccccc2C2(C)CC2)cc1,2,2.9,22,-0.1,-4,-0.8,-3,13,1.6,-1
O=C(N/N=C/c1cn(-c2ccccc2)nc1-c1cccnc1)c1cccnc1,-2,0.1,16,0.8,9,i,8,-11,0.4,·
COc1cc(NC(=O)CCc2nnc3ccc(N4CCC(C)CC4)nn23)cc(OC)c1,3,1.0,-17,0.7,7,-1.1,1,4,10*,-7
O=C(Nc1ccc(C(=O)N2CCOCC2)cc1)c1cccs1,0,-0.4,21,1.6,1,-1.7,-2,-3,·,-5
CCOC(=O)C1CCN(C(c2cc3cc(C)cc(C)c3[nH]c2=O)c2nnnn2C2CCCCC2)CC1 (stereo not given),-11,-1.2,·,-0.8,-11,-1.0,-2,-9,·,-13
CCCc1nnc(SCc2ccc(OC)cc2)n1N,1,-1.3,-13,-0.2,-5,3.1,8,-6,·,0
Cc1ccc(C)c(C(=O)OCC(=O)Nc2cccc(S(=O)(=O)NC3=NCCCCC3)c2)c1,2,0.1,15,-1.0,-5,-1.1,1,-4,0.7,-6
COc1ccc(NC(=S)NNC(=O)CCn2cc([N+](=O)[O-])cn2)cc1,-3,-0.5,1,0.6,-3,-0.5,-4,0,-0.2,-1
O=C(/C=C/c1ccc2c(c1)OCO2)NCc1ccco1,5,1.9,-17,-0.1,12,-0.3,1,-4,1.3,-11
COCCNC(=O)C1CCN(Cc2cccc(OCc3ccccc3)c2)CC1,-1,-0.2,14,0.9,-5,i,-11,5,1.2,-9
c1ccc2c(c1)oc1c(NCCCN3CCOCC3)ncnc12,-3,14,-5,-0.6,9,·,-9,5,·,-3
Cc1ccc(-n2ncc3c2CC(C)(C)CC3NC(=O)c2cc[n+]([O-])cc2)cc1 (stereo not given),-1,-0.7,8,0.4,13,i,1,14,1.5,-13
COC(=O)Cn1cnc(=O)c(C#N)c1/C=C/N(C)C,-1,-0.3,27,0.4,-6,·,1,0,·,-8
O=C(Nc1ncccn1)c1ccc(Cl)c([N+](=O)[O-])c1,-2,-0.5,26,·,3,-4.7,·,-2,1.3,-3
Cc1ccc(S(=O)(=O)CCC(=O)Nc2ccc(Br)cc2)cc1,1,0.2,18,1.1,0,0.1,-10,7,1.8,2
CN(C)CCCNc1oc(-c2ccccc2Cl)nc1S(=O)(=O)c1ccccc1,·,0.5,·,-1.4,-2,2.0,-2,-13,-0.5,10
COc1ccc(C(=O)C2CCCN(C(=O)CCc3ccccn3)C2)c(C)c1 (stereo not given),2,0.6,30,-0.7,4,-0.4,-6,4,1.2,-3
O=C(NC(=S)Nc1cccnc1Cl)c1ccc(F)cc1,0,0.5,6,-0.7,2,-0.6,-2,-3,0.8,9&-4
COc1ccccc1/C=C1\SC(=O)N(CC(=O)NCCCn2ccnc2)C1=O,5,1.3,-12,-1.6,-3,0.9,-2,2,1.4,8
Cc1cccc(-n2c(-c3ccccc3)nc3ccccc3c2=O)n1,1,6.6,22,0.1,3,-0.4,2,3,1.9,-6

# Next results follow:
SMILES,3CLpro inhibitor,PfHsp40 yeast,VHR inh abs,BoNT-A LC inh2,CCHF vOTU inh,Vc quorum ag,Anthrax LF prot,Y pestis TopoI,TcdB inh,PriA SSB inh
O=C(NNC1=C(C(=O)C(F)(F)F)CCC1)c1cccnc1,1,-0.2,2,-1.1,6,-0.4,-3,6,-0.8,-9
Cc1cc(-n2cnc(-c3cn(C)nc3C)n2)no1,0,0.2,-18,-2.3,2,i,-11,4,-0.3,4
c1cc(Nc2cccc3nccnc23)c2nccnc2c1,2,5.3,-19,-0.6,13,-0.2,-8,2,1.4,-4
Cc1cccc(C(=O)NCC(=O)N2CCN(S(=O)(=O)c3ccc4c(c3)OCCO4)CC2)c1,·,0.3,·,0.3,7,-0.2,4,4,-0.4,6
CCCCn1c(N)c(N(C)C(=O)CCCn2c(=O)oc3ccccc32)c(=O)[nH]c1=O,·,·,·,-0.2,-3,-5.9,-8,7,0.4,·
CCOCCCNC(=S)NCCCNc1nc2c(C)c(C)ccc2cc1C#N,-2,-1.3,7,13,-3,-0.6,-6,21,2.7,-3
CCN(CC)NC(=S)Nc1ccccc1,0,-1.4,27,1.1,11,-0.2,-2,-6,·,-4
CCc1ccc(N/C(=N/c2nc(C)cc(C)n2)NC(C)=O)cc1,-8,-0.7,6,1.0,-9,-0.5,-9,2,-0.1,·
O=C(CCc1ccc(S(=O)(=O)N2CCOCC2)cc1)N1CCCC1,-11,-1.3,7,?,-13,-2.4,-2,-8,·,-22
Cc1cc(N)ncc1[N+](=O)[O-],·,-2.1,·,-0.1,8,-3.8,7,10,-0.1,-4

# Entries above that have a CF3 group (2):
SMILES,3CLpro inhibitor,PfHsp40 yeast,VHR inh abs,BoNT-A LC inh2,CCHF vOTU inh,Vc quorum ag,Anthrax LF prot,Y pestis TopoI,TcdB inh,PriA SSB inh
COc1ccc(-c2c(C(F)(F)F)oc3c(CN4CCN(C)CC4)c(O)ccc3c2=O)cc1,4,-0.2,-10,0.2,13,i,2,-8,·,-10
O=C(NNC1=C(C(=O)C(F)(F)F)CCC1)c1cccnc1,1,-0.2,2,-1.1,6,-0.4,-3,6,-0.8,-9

# (cont.)
SMILES,3CLpro inhibitor,PfHsp40 yeast,VHR inh abs,BoNT-A LC inh2,CCHF vOTU inh,Vc quorum ag,Anthrax LF prot,Y pestis TopoI,TcdB inh,PriA SSB inh
O=C(COC(=O)c1ccc(F)cc1Cl)Nc1cccc(S(=O)(=O)N2CCOCC2)c1,·,1.6,·,0.5,2,i,-3,10,0.7,-9
COc1ccc(C(=O)/C=C/c2cccc(OCc3ccccc3)c2)cc1CSCC(=O)O,-2,-1.6,2,·,13,i,·,39,-0.4,5
Cc1c(CC(=O)NCCCO)c(=O)oc2cc3c(cc12)CCC(C)(C)O3,3,-1.0,-16,-1.4,-175,i,-6,-5,0.5,-9
CC1=Nc2cc(C(=O)N3CCCCC3)ccc2Sc2ccc(C)cc21,-1,1.1,-37,0.4,12,-0.5,0,24,1.2,12
CCNc1nc(SCCOc2ccc(C)cc2)nc(N(C)C)n1,-5,-0.6,19,0.5,-5,i,-6,8,·,-6

# Single values from the entries so far.
# Under 3CLpro inhibitor, Cc1c(CC(=O)NCCCO)c(=O)oc2cc3c(cc12)CCC(C)(C)O3 is listed with 3
# Under Y pestis TopoI, CCNc1nc(SCCOc2ccc(C)cc2)nc(N(C)C)n1 is listed with 8
# Under PfHsp40 yeast, CC1=Nc2cc(C(=O)N3CCCCC3)ccc2Sc2ccc(C)cc21 is listed with 1.1
